# S-ASM inh: Inhibitors of Secretory Acid Sphingomyelinase (S-ASM): qHTS; Potency, µM (doses to about 57.5 µM), for inactives: at the highest dose activity change, negative = inhibition, actives largely listed as inhibitors; placental ASM, HMU-PC fluorogenic substrate, 60 min; Sphingomyelin phosphodiesterase (Homo sapiens), P17405; AID 504937, 2011; 0.006% of 340,000 active; note: potency is the fitted concentration of half-maximal effect
#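 HMU-PC0 cleavage (9 uM final) by human placental ASM, 60 min at 37 °C following 10 min compound exposure at RT; stopped at pH 10, fluorescence Ex 386/Em 447 nm.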
# TSHR antagonist: Antagonists of the Thyroid Stimulating Hormone Receptor: HTS campaign. Thyrotropin receptor (Homo sapiens), P16473. TSHR-expressing cells, TSH-stimulated cAMP HTRF, 2 h; stronger effect = lower value. activity change, negative = inhibition, % at 11.5 µM. 0.2% of 330,000 active. AID 504810, 2011;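 active = activity change below a set negative limit, meaning inhibition stronger than a set level, cut at about -70% in these data; inconclusive = activity change between two set negative limits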; note: % is set by controls: 0 for no effect and ±100 for the full control effect
# Target sequence (P16473 whole entry, looked up): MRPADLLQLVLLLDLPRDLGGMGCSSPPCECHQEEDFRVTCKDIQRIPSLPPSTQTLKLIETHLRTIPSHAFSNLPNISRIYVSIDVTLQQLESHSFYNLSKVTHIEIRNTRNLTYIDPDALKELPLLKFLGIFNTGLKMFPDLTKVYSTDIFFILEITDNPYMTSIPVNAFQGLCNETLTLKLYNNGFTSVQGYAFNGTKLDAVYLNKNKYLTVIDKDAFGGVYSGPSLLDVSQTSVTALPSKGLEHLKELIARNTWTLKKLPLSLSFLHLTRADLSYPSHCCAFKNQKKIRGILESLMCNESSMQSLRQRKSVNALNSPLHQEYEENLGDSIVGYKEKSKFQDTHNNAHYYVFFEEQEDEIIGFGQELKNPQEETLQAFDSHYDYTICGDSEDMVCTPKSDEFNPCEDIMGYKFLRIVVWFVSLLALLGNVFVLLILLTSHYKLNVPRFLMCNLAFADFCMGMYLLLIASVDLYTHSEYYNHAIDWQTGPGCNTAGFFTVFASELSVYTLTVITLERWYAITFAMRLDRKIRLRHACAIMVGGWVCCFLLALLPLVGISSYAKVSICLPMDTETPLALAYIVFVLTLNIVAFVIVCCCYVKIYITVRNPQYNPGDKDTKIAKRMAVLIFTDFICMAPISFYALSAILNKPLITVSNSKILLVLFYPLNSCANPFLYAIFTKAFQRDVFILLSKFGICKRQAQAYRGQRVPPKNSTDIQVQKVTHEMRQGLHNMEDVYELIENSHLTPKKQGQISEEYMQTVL
#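 Read-out is FRET at 665 nm (cryptate excitation 337 nm) from a cryptate-tagged anti-cAMP antibody, competed by cell cAMP against cAMP-d2. Compounds are tested on freshly harvested TSHR cells challenged with 4nM TSH (EC80) for 2 hours at 37 deg C.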
# GALK inhibitor: qHTS Assay for Inhibitors of Human Galactokinase (GALK); P51570; Purified GALK, Kinase-Glo residual ATP luminescence; Potency, µM (series often up to 57.5 µM), without a hit: at the highest dose activity change, negative = inhibition, usual class: inhibitors; 0.007% of 270,000 active; note: potency is the fitted concentration of half-maximal effect; % is set by controls: 0 for no effect and ±100 for the full control effect
#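 Galactose (100 uM) and ATP (35 uM) were turned over by 5 nM GALK for 1 h at RT. Kinase-Glo Plus then converted the remaining ATP into a luminescent signal.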
# PKM2 act: qHTS Assay for Activators of Human Muscle isoform 2 Pyruvate Kinase; Pyruvate kinase PKM (Homo sapiens), P14618; purified PKM2, Kinase-Glo ATP luminescence, activation; response scale: 0% is enzyme alone, no compound; Potency, µM (top dose mostly 57.5 µM), inactives show at the highest dose activation, most hits filed as activators; 0.34% of 260,000 active; AID 1631, 2009; note: potency is the fitted concentration of half-maximal effect; % is set by controls: 0 for no effect and ±100 for the full control effect; nearly all actives have a fitted effect of over 55% in size
#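 hPK-M2, >95% pure; 0.1 mM ADP / 0.5 mM PEP final; imidazole pH7.2 buffer w/ 7 mM MgCl2, 50 mM KCl; 1 h RT; Kinase-Glo lum. Intermediate enzyme activity for dual inhibitor/activator qHTS.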
# Menin-MLL TR inh: qHTS Assay for Inhibitors Targeting the Menin-MLL Interaction in MLL Related Leukemias: Competition With Texas Red Labeled MLL-derived Mutant Peptide. Menin + Texas Red MLL mutant peptide, fluorescence polarization. 0.23% of 270,000 active. Potency, µM (titrated, usually from 61.6 µM), for the others: at the highest dose FP activity change, negative = inhibition, usual class: inhibitors. O00255; active = well fitted inhibition curve with a large enough effect in the polarisation, with a control signal flat, not every such curve was filed as active; inconclusive = small, poorly fitted or top-dose-only effect, or effect the other way, or a change in a side signal; inactive = no such curve, though single readings can be large or run the other way; the % refers to the polarisation; note: potency is the fitted concentration of half-maximal effect; % of control where 0% means no effect; many of its hits are not listed in these tables
# Chronic BCR inh: qHTS Assay to Find Inhibitors of Chronic Active B-Cell Receptor Signaling | Potency, µM (series often up to 46.1 µM), for inactives: at the highest dose ratio change, negative = lower green/red ratio, hits mostly inhibitors | ABC-DLBCL IkBa-CBG/CBR reporter, luminescence ratio, 4 h | 0.05% of 340,000 active | AID 493014, 2011; active = well fitted inhibition curve with a large enough effect in the signal ratio, with a control signal flat, not every such curve was filed as active; inconclusive = small, poorly fitted or top-dose-only effect, or effect the other way, or a change in a side signal; the % refers to the signal ratio;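 note: potency is the fitted concentration of half-maximal effect; plate controls were basal doxycycline-induced cells for no effect and cells given 10 µM MG132 for full effect; MG132 reads +100%, hits lower the ratio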
#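 Cell line TMD8 (human ABC DLBCL), stably expressing tet-inducible CBG68-IkBa fusion and CBR; IMDM/0.5% FBS; cpd up to 46 uM; dox induction, 4 h, 37C/5% CO2; dual luminescence; green/red ratio; MG132 control.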
# KCNH2 WT inh: qHTS for Inhibitors of KCHN2 3.1: Wildtype qHTS. U2OS, BacMam KCNH2, thallium flux FluxOr; stronger effect = lower value. activity change, % at 1.84 µM. Voltage-gated inwardly rectifying potassium channel KCNH2 (Homo sapiens), Q12809. 0.37% of 340,000 active. AID 720551, 2013;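 active = maximum activity change below -70%; inconclusive = maximum activity change between -70% and -50%; inactive = maximum activity change above -50%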; note: % is set by controls: 0 for no effect and ±100 for the full control effect
#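 U2OS cells were transduced with wild-type KCNH2 virus (2.03 x 10^8 / mL) for 4 h at room temperature, then cultured overnight at 37 C. Thallium flux was read with FluxOr dye. Rate constants were normalized to DMSO controls.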
# USP2a block: qHTS Assay for Inhibitors of Ubiquitin-specific Protease USP2a Using CHOP2 as the Reporter; USP2 core, Ub-CHOP2 coupled fluorogenic reporter, 485/531; Ubiquitin carboxyl-terminal hydrolase 2 (Homo sapiens), O75604; Potency, µM (doses to about 38.3 µM), for inactives: at the top dose activity change, negative = inhibition, actives largely listed as inhibitors; 0.01% of 330,000 active;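 note: potency is the fitted concentration of half-maximal effect; plate controls were DMSO wells for no effect and full inhibition by NEM control for full effect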
#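 Deubiquitinase activity read as fluorescence (485/531 nm) after Ub-CHOP2 cleavage activates the enterokinase reporter on its substrate; USP2 core 10nM, Ub-CHOP2 and substrate 25nM each, 30min compound preincubation then 60min RT; data normalized to NEM, curves fitted.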
# Mito fusion act: qHTS Assay for Small Molecule Inhibitors of Mitochondrial Division or Activators of Mitochondrial Fusion. S. cerevisiae fusion-defective mutant growth rescue, CellTiterGlo 48 h. Potency, µM (series often up to 46.1 µM), for the others: top-dose growth rescue (activation), hits mostly activators. 0.23% of 320,000 active;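 note: potency is the fitted concentration of half-maximal effect; % of control where 0% means no effect; nearly all actives have a fitted effect of over 45% in size; temperature-sensitive fusion mutants such as fzo1-1 at 37 °C on non-fermentable ethanol glycerol medium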
#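 Yeast fusion mutant, YPEG (non-fermentable carbon), compound, 48 h at 37C non-permissive; CellTiterGlo added, 10 min RT, luminescence read. Rescued growth = division inhibition.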
# Eya2 inh: qHTS Assay for Inhibitors of the Phosphatase Activity of Eya2; 0.006% of 330,000 active; Potency, µM (highest dose often 76.9 µM), for the others: at the highest dose activity, negative = inhibition, usual class: inhibitors; recombinant Eya2, OMFP fluorescence dephosphorylation (OMFP is methylfluorescein phosphate); AID 488837, 2010; note: potency is the fitted concentration of half-maximal effect; % is set by controls: 0 for no effect and ±100 for the full control effect
#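 Eya2 (0.2 uM) preincubated 10 min at ambient with compound, then OMFP substrate added at 50 uM; 10 min reaction in 50 mM HEPES pH 7.5, 50 mM NaCl, 5 uM MgCl2, 0.05% BSA, 1 mM DTT. Fluorescence read at Ex 485/Em 525 nm.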
# MBNL1 CUG block: qHTS Assay for Inhibitors of MBNL1-poly(CUG) RNA binding | TR-FRET MBNL1-His/biotin-(CUG)12 binding, 665/545 ratio | 0.036% of 280,000 active | Muscleblind-like protein 1 (Homo sapiens), Q9NR56 | Potency, µM (highest dose often 57.5 µM), for inactives: at the highest dose activity change, negative = inhibition, usual class: inhibitors | AID 2675, 2010; active = well fitted inhibition curve with a large enough effect in the signal ratio, with a control signal flat, not every such curve was filed as active; inconclusive = small, poorly fitted or top-dose-only effect, or effect the other way, or a change in a side signal; inactive = no such curve, though single readings can be large or run the other way; the % refers to the signal ratio; note: potency is the fitted concentration of half-maximal effect; % is set by controls: 0 for no effect and ±100 for the full control effect
# Target sequence (Q9NR56 whole entry, looked up): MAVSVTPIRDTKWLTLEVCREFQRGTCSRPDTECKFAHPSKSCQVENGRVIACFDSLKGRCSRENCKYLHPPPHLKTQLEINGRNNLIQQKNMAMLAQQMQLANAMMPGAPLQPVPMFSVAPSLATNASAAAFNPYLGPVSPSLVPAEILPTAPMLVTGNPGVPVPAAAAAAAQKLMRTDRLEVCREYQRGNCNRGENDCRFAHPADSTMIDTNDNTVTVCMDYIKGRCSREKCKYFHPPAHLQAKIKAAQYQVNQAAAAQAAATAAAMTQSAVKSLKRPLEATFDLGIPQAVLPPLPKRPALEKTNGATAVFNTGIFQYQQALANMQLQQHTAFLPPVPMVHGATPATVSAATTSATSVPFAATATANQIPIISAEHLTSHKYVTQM
#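 His-tagged MBNL1 binding to biotinylated (CUG)12 RNA was measured by TR-FRET using terbium anti-His antibody (0.055 ng/ul final) and streptavidin-XL665 (5 nM final). Compounds were titrated 92 nM to 58 uM; 60 min at room temperature.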
# Numbers without * were called inactive; ? = inconclusive; . = not tested or not shown; [ ] = remark or other dose. Unless noted, calls come from the whole dose curve; as a rule, active = well fitted curve in the direction sought with a large enough effect; inconclusive = small, poorly fitted or top-dose-only effect, or another doubt; inactive = no such curve, though single readings can be large; an effect the other way counts as inactive or inconclusive.
SMILES,S-ASM inh,TSHR antagonist,GALK inhibitor,PKM2 act,Menin-MLL TR inh,Chronic BCR inh,KCNH2 WT inh,USP2a block,Mito fusion act,Eya2 inh,MBNL1 CUG block
O=C(O)c1c[nH]c2ccc(F)cc2c1=O,1%,13,2%,4%,5%,2%,-6,3%,-7%,6%,-5%
COc1ccc(CCNC(=O)C2CCCN2C(=O)Nc2ccc(Cl)cc2)cc1OC (configuration not stated),1%,-10,-4%,-2%,8%,-1%,5,-1%,1%,13%,-1%
CN(C)c1ccc(-c2cccc(C3CC=CC4C3C(=O)N(Cc3ccccc3)C4c3ccc(C(F)(F)F)cc3)c2)cc1 (configuration not stated),10%,7,1%,-1%,9%,-6%,.,7%,11%,1%,-2%
Cc1ccc(S(=O)(=O)N(Cc2cc3ccccc3[nH]c2=O)c2cccc(C)c2)cc1,-5%,-2,-1%,-4%,.,-12%,-15,-8%,0%,0%,-5%
CCOC(=O)CSc1cc(=O)n(C)c2cc(Cl)ccc12,-1%,2,0%,7%,-19%,2%,-33,1%,-1%,11%,14%
COC(=O)C(CC(C)C)NC(=O)/C=C/c1ccc(Cl)cc1 (configuration not stated),2%,-10,3%,-15%,0%,-9%,0,1%,-2%,-10%,9%
COc1cc2[nH]c(=O)n(CCC(=O)NC3CCN(Cc4ccccc4)CC3)c(=O)c2cc1OC,13%,6,0%,-10%,4%,-1%,3,0%,-3%,17%,-1%
Cc1cc(C)cc(N(CC(=O)N/N=C/c2ccncc2)S(=O)(=O)c2ccccc2)c1,-2%,12,0%,-8%,-7%,2%,24,0%,2%,-4%,5%
Cc1ccc(-n2nc3c(c2NC(=O)c2ccc4c(c2)OCO4)CS(=O)C3)c(C)c1 (configuration not stated),.,-6,.,.,.,7%,2,2%,-3%,3%,.
N#CCC(=O)Nc1ccc(C(F)(F)F)cc1N1CCOCC1,-1%,-8,6%,-2%,27%,?,-1,-1%,1%,-13%,5%
CCc1ccccc1NCC(=O)Nc1ccccc1C(=O)OC,-7%,-13,-1%,-7%,2%,?,8,-9%,24%,-6%,-19%
O=C(O)CSc1nnnn1-c1ccc2c(c1)OCCO2,5%,14,0%,1%,-10%,-6%,-6,1%,-1%,22%,-16%
Cc1cc(C)c(C)c(S(=O)(=O)N2CCNCC2)c1C,1%,11,7%,5%,5%,5%,-2,-1%,-5%,-23%,-2%
O=C(Nc1cccc(O)c1)C1CC(c2c(F)cccc2Cl)=NO1 (configuration not stated),3%,-10,-2%,1%,-8%,-14%,1,2%,2%,-9%,-2%
COc1cccc(Oc2cn[nH]c2-c2ccc(OC)cc2O)c1,-4%,-12,-1%,-4%,?,-10%,-11,1%,26%,-8%,-3%
CCCn1c(=O)c(Cc2ccccc2)c(O)c2ccccc21,7%,26,9%,22%,-11%,5%,4,2%,7%,2%,-6%
O=C1C2CCCN2C(=S)N1c1ccc(Cl)cc1 (configuration not stated),-8%,1,-1%,-5%,2%,-10%,-14,1%,0%,9%,-1%
CCOC(=O)CN1C(=O)C(Sc2n[nH]c(-c3cccc(C)c3)n2)CCc2ccccc21 (configuration not stated),-11%,-5,-2%,-1%,-5%,?,14,5%,8%,-8%,-2%
CC1(C)CC(NC(=O)c2ccc(Cl)cc2Cl)CC(C)(C)N1,-2%,10,-2%,-1%,3%,-4%,11,-1%,-1%,1%,-4%
COc1ccccc1CN(C)c1ccc(S(=O)(=O)N2CCN(C)CC2)cn1,5%,5,.,.,.,5%,17,2%,-9%,1%,.

# 3 structures already listed, ordered by number of heavy atoms, rising:
SMILES,S-ASM inh,TSHR antagonist,GALK inhibitor,PKM2 act,Menin-MLL TR inh,Chronic BCR inh,KCNH2 WT inh,USP2a block,Mito fusion act,Eya2 inh,MBNL1 CUG block
N#CCC(=O)Nc1ccc(C(F)(F)F)cc1N1CCOCC1,-1%,-8,6%,-2%,27%,?,-1,-1%,1%,-13%,5%
COc1cccc(Oc2cn[nH]c2-c2ccc(OC)cc2O)c1,-4%,-12,-1%,-4%,?,-10%,-11,1%,26%,-8%,-3%
COc1ccc(CCNC(=O)C2CCCN2C(=O)Nc2ccc(Cl)cc2)cc1OC (configuration not stated),1%,-10,-4%,-2%,8%,-1%,5,-1%,1%,13%,-1%

# (next part)
SMILES,S-ASM inh,TSHR antagonist,GALK inhibitor,PKM2 act,Menin-MLL TR inh,Chronic BCR inh,KCNH2 WT inh,USP2a block,Mito fusion act,Eya2 inh,MBNL1 CUG block
CCN1C(=O)[C@H]2[C@@H](c3ccc(C)cc3)N3C(=O)N(c4ccc(C(F)(F)F)cc4)C(=O)[C@@]3(Cc3ccccc3)[C@H]2C1=O,-11%,-7,.,0%,8%,?,-12,4%,-2%,-2%,-14%
CCN1CCN(C(=O)Cn2cnc3sc(C)c(S(=O)(=O)N4CCN(c5ncccn5)CC4)c3c2=O)CC1,5%,4,3%,-2%,1%,-6%,1,2%,1%,10%,2%
COc1ccc(CN(C)C(C)C(=O)Nc2ccc(S(=O)(=O)N3CCCCC3)cc2)cc1F (configuration not stated),-1%,-6,.,.,.,-7%,6,2%,15%,9%,.
O=C(Nc1ccc(N2CCN(C(=O)c3cccs3)CC2)cc1)c1ccc([N+](=O)[O-])o1,.,1,-5%,-4%,.,?,.,-1%,-26%,-4%,?
COc1ccc(/C=C(/NC(=O)c2ccco2)C(=O)Nc2ccc(C(C)=O)cc2)cc1,-17%,-4,1%,.,?,1%,1,1%,-3%,-2%,14%
COc1ccc(-n2cccc2/C=C/[N+](=O)[O-])cc1,-1%,-8,.,15%,8%,?,3,2%,-8%,5%,18%
O=C(O)[C@@H]1CCCN1c1ncnc2sc3c(c12)CCC3,3%,2,0%,0%,9%,0%,5,2%,-5%,5%,3%
COc1nnc(-c2ccc(C)cc2)c2ccccc12,-2%,-4,-1%,-2%,-13%,-8%,-4,-1%,-3%,0%,5%
CC(C)n1nc(C(=O)Oc2ccc(Cl)cc2)c2ccccc2c1=O,-15%,13,1%,2%,-8%,-3%,5,-2%,1%,-2%,.
COc1ccccc1CC1S/C(=N/N=C/c2ccco2)NC1=O (configuration not stated),-1%,-3,15%,.,-15%,-12%,-3,-2%,8%,-15%,2%
O=C(COC(=O)c1ccccn1)Nc1c(Cl)cccc1Cl,6%,-5,10%,-5%,11%,0%,-1,3%,4%,8%,-4%
CCOC(=O)c1c(C)[nH]c(C)c1C(=O)Cn1nnc(-c2ccccc2C)n1,-9%,-5,-3%,-1%,9%,?,-9,2%,1%,-4%,8%
CC(=O)N1CCN(S(=O)(=O)c2cccc(C(=O)N(Cc3ccccc3)c3ccc(C)cc3)c2)CC1,2%,36,.,.,.,-2%,0,2%,13%,-11%,.
CC(=O)Nc1c(-c2ccc3ccccc3c2)nc2ccccn12,0%,-8,0%,.,17%,4%,3,0%,-12%,-26%,?
CC1CCN(C(=O)c2nc[nH]c2C(=O)N2CCc3ccccc3C2)CC1,4%,-7,.,.,.,1%,.,2%,-1%,-18%,.
COc1ccc(N2CCN(C(=O)CSc3ncccc3-c3nc4ccccc4[nH]3)CC2)cc1,32%[activator],-10,-2%,-1%,-11%,?,0,2%,-9%,-3%,35%[activator]

# An excerpt (hit frequency here may not be typical).
